TAG inh = inhibitors of triacylglycerol accumulation, primary screen, cell-based, uHTS, fluorescence, H9c2; H9c2 cells, Nile Red lipid (TAG) fluorescence; cells loaded with 200 µM oleic acid; 230,000 compounds, 0.66% hits; inhibition, % at 12.5 µM;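 active means pattern-corrected inhibition of lipid staining of at least 50% with the nuclear-stain viability signal not falling by more than 50%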;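 further: 0% = DMSO wells and 100% = triacsin C control wells; some results filed as inactive read as strong as hits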
TAG inh DAPI viability = recorded beside TAG inh, whose call it bears; DAPI nuclei signal change (viability), lower = more cytotoxic, %;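 whole-well DAPI fluorescence read on a plate reader as a viability signal; minus 50 percent equals half of cells still viable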
* hit, by the source's call. Some of the compounds tested, so the mix of outcomes need not match the whole.

For S=C(c1nc2ccccc2[nH]1)N1CCOCC1 the results were TAG inh -11 and TAG inh DAPI viability 10.
`O=C(O)C1CCC(C(=O)O)SS1` (stereo not given) gave TAG inh -4 and TAG inh DAPI viability 14.
`Cc1cc(C)n2cnnc2n1` gave TAG inh -7 and TAG inh DAPI viability 6.
`Cc1noc(C)c1COC(=O)c1cc2c(C)nn(-c3ccc(F)cc3)c2s1` gave TAG inh -2 and TAG inh DAPI viability 6.
NC(c1csc(NC(=O)Nc2cccc(Cl)c2)n1)C1CCCCC1 (stereo not given) was read as TAG inh 133 and TAG inh DAPI viability -94.
Screening Cn1c(C=O)c(C#Cc2ccccc2)c2ccccc21 returned TAG inh -21 and TAG inh DAPI viability 3.
`O=c1c2ccccc2nc(-c2ccoc2)n1CCc1ccccc1` gave TAG inh -28 and TAG inh DAPI viability -2.
For Cc1ccc(NS(=O)(=O)c2cc(NC(=O)c3cc(=O)[nH]c(=O)[nH]3)ccc2Cl)c(C)c1 the results were TAG inh -1 and TAG inh DAPI viability 5.
CC(C)N=C(N)N=C(N)Nc1ccc(Cl)cc1 was read as TAG inh 11 and TAG inh DAPI viability -8.
For CCCC(=O)OCCn1c(Br)nc2c1c(=O)[nH]c(=O)n2C the results were TAG inh -5 and TAG inh DAPI viability 7.
For O=C(NCc1cccnc1)Nc1ccccc1F the results were TAG inh -3 and TAG inh DAPI viability -8.
O=C(CSc1nc2ccccc2[nH]1)Nc1ccccc1N1CCOCC1 was read as TAG inh -40 and TAG inh DAPI viability -3.
For O=C(CN1CCCC1)NC(c1ccccc1)c1ccccc1 the results were TAG inh -7 and TAG inh DAPI viability 3.
Cc1nc(N)sc1-c1csc(Nc2cccc(C(=O)O)c2)n1 was read as TAG inh 5 and TAG inh DAPI viability 1.
`Cc1cc(C)nc(NS(=O)(=O)c2ccc(NC(=O)Nc3ccccc3)cc2)n1` gave TAG inh 7 and TAG inh DAPI viability -8.
For CCCCCC(=O)Nc1ccc(C(=O)COC(=O)c2ccccn2)cc1 the results were TAG inh 17 and TAG inh DAPI viability -6.
Screening CCOCc1nnc(NC(=O)CSc2ccc(C)cc2)s1 returned TAG inh 3 and TAG inh DAPI viability 10.
Screening CCN(CC)c1nc(N)c2c(N)nc(OC)cc2c1C#N returned TAG inh -1 and TAG inh DAPI viability 11.
For CCOCCCNC(=O)C(NC(=O)CNC(C)=O)c1ccc(Cl)cc1 (stereo not given) the results were TAG inh -14 and TAG inh DAPI viability 11.
Screening CC(C)C(NS(=O)(=O)c1ccc2c(c1)OCCO2)C(=O)NCCc1ccccn1 (stereo not given) returned TAG inh -8 and TAG inh DAPI viability 2.
For O=C(CCN1C(=O)c2cccnc2C1=O)NC1CCCCCC1 the results were TAG inh 7 and TAG inh DAPI viability -9.
`COC(=O)C1(c2ccccc2)NC(c2ccc(O)cc2)C2C(=O)N(c3ccc4c(c3)OCO4)C(=O)C21` (stereo not given) gave TAG inh 8 and TAG inh DAPI viability -8.
Cc1ccc(S(=O)(=O)N2[C@@H](c3ccc(C(C)(C)C)cc3)C(C(=O)O)=CC[C@H]2c2ccc(C(C)C)cc2)cc1 was read as TAG inh 1 and TAG inh DAPI viability 0.
For O=C(COC(=O)CCC1CCCC1)Nc1ccc(F)cc1Cl the results were TAG inh 7 and TAG inh DAPI viability -3.
`Cc1ccccc1NS(=O)(=O)c1ccc(C)c(NS(C)(=O)=O)c1C` gave TAG inh -4 and TAG inh DAPI viability 8.
O=[N+]([O-])c1cc(S(=O)(=O)NC2=NCCCCC2)ccc1Cl was read as TAG inh 6 and TAG inh DAPI viability -2.
O=C(COc1ccc([N+](=O)[O-])cc1)Nc1ccc2c(c1)CCC2 was read as TAG inh -2 and TAG inh DAPI viability -3.
For CCOc1cc(C(=O)O/N=C(\N)c2ccc([N+](=O)[O-])cc2)cc(OCC)c1OCC the results were TAG inh 8 and TAG inh DAPI viability 8.
Screening CSc1ccccc1NC(=O)Cn1ccsc1=N returned TAG inh 10 and TAG inh DAPI viability -12.
`O=C(c1cn(-c2ccccc2)nc1-c1cccc(Br)c1)N1CCOCC1` gave TAG inh -5 and TAG inh DAPI viability -5.
`Cc1c(Cl)cccc1NC(=O)C1COc2ccccc2O1` (stereo not given) gave TAG inh -15 and TAG inh DAPI viability 8.
For Cc1ccc(OCCSCc2nc3ccccc3[nH]2)cc1 the results were TAG inh 1 and TAG inh DAPI viability 1.
COCc1ccc(CN2CCCCC2C(=O)Nc2ccc(Oc3ccccc3)nc2)o1 (stereo not given) was read as TAG inh -5 and TAG inh DAPI viability 7.
CCN1CCN(C(c2ccccc2)c2nnnn2Cc2ccc3c(c2)OCO3)CC1 (stereo not given) was read as TAG inh -10 and TAG inh DAPI viability 15.
`COc1ccc(/C=C/C(=O)NC(=S)N2CCN(c3ccccn3)CC2)cc1` gave TAG inh -6 and TAG inh DAPI viability -5.
CC1CCCCN1S(=O)(=O)c1cccc2cccnc12 (stereo not given) was read as TAG inh 1 and TAG inh DAPI viability -2.
Cc1ccc2c(c1)cc(CN(Cc1cccnc1)C(=O)c1ccccc1)c1nnnn12 was read as TAG inh 10 and TAG inh DAPI viability -6.
`CCC(CC)C(=O)Nc1ccc(C(=O)Nc2cc(C)on2)cc1` gave TAG inh -5 and TAG inh DAPI viability 8.
N#Cc1ccc(NC(=O)CSc2n[nH]c(=O)n2C2CC2)cc1 was read as TAG inh 31 and TAG inh DAPI viability -9.
Screening COc1ccccc1CNCC(=O)Nc1cc(S(=O)(=O)N2CCOCC2)ccc1Cl returned TAG inh -3 and TAG inh DAPI viability -5.
CC(=O)C1C(c2ccc(Br)cc2)c2c(noc2C)CC1(C)O (stereo not given) was read as TAG inh 7 and TAG inh DAPI viability -1.
`COc1ccccc1Nc1nc(N)nc(CSc2nncn2C)n1` gave TAG inh 9 and TAG inh DAPI viability -6.
CCCc1ccc(Oc2cc(NN3CCCCC3)c([N+](=O)[O-])cc2[N+](=O)[O-])cc1 was read as TAG inh 34 and TAG inh DAPI viability 7.
CC(C)(C)C(=O)Cn1c(=O)n(-c2ccc(F)cc2F)c(=O)c2sccc21 was read as TAG inh -11 and TAG inh DAPI viability 4.
COc1ccc(S(=O)(=O)N2CCN(C)CC2)cc1 was read as TAG inh 0 and TAG inh DAPI viability 2.
Screening Cc1ccc(C2=NN(C(=O)COc3ncnc4ccccc34)C(c3ccco3)C2)cc1 (stereo not given) returned TAG inh 8 and TAG inh DAPI viability -14.
For O=C(COc1ccc(Br)cc1Br)NC1CCS(=O)(=O)C1 (stereo not given) the results were TAG inh 11 and TAG inh DAPI viability -1.
Cc1ccnn1CC(=O)N/N=C/c1cn[nH]c1-c1ccc(F)cc1 was read as TAG inh -9 and TAG inh DAPI viability 4.
CCCCn1c(=O)c(CCC(=O)OCC(=O)NC(C)c2ccccc2)nc2ccccc21 (stereo not given) was read as TAG inh -5 and TAG inh DAPI viability 9.
For COc1ccc(CCNC(=O)CSc2nc(N)c3c(C)c(C)oc3n2)cc1OC the results were TAG inh -2 and TAG inh DAPI viability 13.
For Cc1nc(NC(=O)Nc2ccc(Cl)cc2)sc1C the results were TAG inh 3 and TAG inh DAPI viability -8.
`COc1ccc(/C=C/C2=NC(=C\N(C)C)/C(=O)O2)cc1` gave TAG inh -2 and TAG inh DAPI viability -3.
CC(C)(C)c1ccc(C(=O)NCCC(=O)Nc2cc(Cl)ccc2N2CCOCC2)cc1 was read as TAG inh 57* and TAG inh DAPI viability -6.2*.
O=C1COc2ccc(C(=O)COC(=O)C3CC(O)CN3S(=O)(=O)c3ccc(Cl)cc3)cc2N1 (stereo not given) was read as TAG inh 3 and TAG inh DAPI viability 5.
For CCOc1ccc(S(=O)(=O)N2CCCC(C(=O)NCc3cccnc3)C2)cc1 (stereo not given) the results were TAG inh -6 and TAG inh DAPI viability -7.
For Cc1cc(C(=O)N/N=C/C=C/c2ccccc2[N+](=O)[O-])c(C)o1 the results were TAG inh 4 and TAG inh DAPI viability -12.
Screening COC(=O)c1cccc(NC(=O)CSc2nnnn2C)c1 returned TAG inh -22 and TAG inh DAPI viability -3.
Screening Cc1cc(Cl)ccc1OCC(=O)Nc1cccc(S(=O)(=O)N2CCCC2)c1 returned TAG inh -24 and TAG inh DAPI viability -10.
`CCN=C1SC(CC(=O)NC(C)C)C(=O)N1CC` (stereo not given) gave TAG inh 5 and TAG inh DAPI viability -5.
Screening CC1(C)C2CCC1(C)C(OC(=O)C[n+]1ccccc1)C2 (stereo not given) returned TAG inh 4 and TAG inh DAPI viability -1.
`Cc1ccc(C)c(SCC(=O)N(C)CC(=O)Nc2ccc(N3CCOCC3)cc2)c1` gave TAG inh 28 and TAG inh DAPI viability -3.
`Fc1ccc(-c2nnc(NC3=NCCCCC3)o2)cc1` gave TAG inh -4 and TAG inh DAPI viability 10.
Screening CN(Cc1nc2ccccc2c(=O)[nH]1)C(=O)c1ccccc1OCc1ccc(Cl)cc1 returned TAG inh -13 and TAG inh DAPI viability 116.
Screening CCOc1ccc2nc(NC(=O)c3ccoc3C)sc2c1 returned TAG inh 2 and TAG inh DAPI viability 13.
`CN(C)C(CNc1ccc([N+](=O)[O-])cc1C#N)c1ccccc1` (stereo not given) gave TAG inh -10 and TAG inh DAPI viability -1.
For Cc1ccc2c(c1)N(CC(=O)NCCC1=CCCCC1)C(=O)c1cccnc1O2 the results were TAG inh 1 and TAG inh DAPI viability -23.
`Cc1ccc(NC(=O)CCc2nc3ccccc3s2)c(O)c1` gave TAG inh 7 and TAG inh DAPI viability -5.
O=C(c1n[nH]c(=O)c2ccccc12)N1CCN(C2c3ccccc3-c3ccccc32)CC1 was read as TAG inh 19 and TAG inh DAPI viability 10.
Screening Cc1ccc(S(=O)(=O)CCC(=O)OCC(=O)NCC(=O)Nc2c(C)cc(C)cc2C)cc1 returned TAG inh -3 and TAG inh DAPI viability 43.
For COc1ccc([C@H]2CC(=O)C=C(c3ccc(OC(F)(F)F)cc3)C2)cc1OC the results were TAG inh -23 and TAG inh DAPI viability 5.
O=C(COC(=O)c1ccc([N+](=O)[O-])o1)Nc1ccc(F)cc1 was read as TAG inh 5 and TAG inh DAPI viability 8.
For CCN(C(=O)CSc1nnnn1-c1ccc(OC)cc1)C1CCS(=O)(=O)C1 (stereo not given) the results were TAG inh -7 and TAG inh DAPI viability 8.
Screening COc1cccc(/C=C/C(=O)N2CCN(S(=O)(=O)c3ccccc3)CC2)c1 returned TAG inh 8 and TAG inh DAPI viability -4.
`COc1ccccc1N1CCN(C(=O)/C=C/c2ccccc2)CC1` gave TAG inh -18 and TAG inh DAPI viability 6.
`Cc1sc2ncn3ncnc3c2c1C` gave TAG inh 27 and TAG inh DAPI viability -18.
CCN1C(=O)/C(=C2/C=CC=CN2C)OC1=S was read as TAG inh 10 and TAG inh DAPI viability 6.
COc1ccccc1OCCCCCCN1CCOCC1 was read as TAG inh -1 and TAG inh DAPI viability 20.

Entries listed so far with an aryl methoxy group, in the order listed:
Screening CCN(CC)c1nc(N)c2c(N)nc(OC)cc2c1C#N returned TAG inh -1 and TAG inh DAPI viability 11.
`COc1ccc(/C=C/C(=O)NC(=S)N2CCN(c3ccccn3)CC2)cc1` gave TAG inh -6 and TAG inh DAPI viability -5.
Screening COc1ccccc1CNCC(=O)Nc1cc(S(=O)(=O)N2CCOCC2)ccc1Cl returned TAG inh -3 and TAG inh DAPI viability -5.
`COc1ccccc1Nc1nc(N)nc(CSc2nncn2C)n1` gave TAG inh 9 and TAG inh DAPI viability -6.
COc1ccc(S(=O)(=O)N2CCN(C)CC2)cc1 was read as TAG inh 0 and TAG inh DAPI viability 2.
For COc1ccc(CCNC(=O)CSc2nc(N)c3c(C)c(C)oc3n2)cc1OC the results were TAG inh -2 and TAG inh DAPI viability 13.
`COc1ccc(/C=C/C2=NC(=C\N(C)C)/C(=O)O2)cc1` gave TAG inh -2 and TAG inh DAPI viability -3.
For COc1ccc([C@H]2CC(=O)C=C(c3ccc(OC(F)(F)F)cc3)C2)cc1OC the results were TAG inh -23 and TAG inh DAPI viability 5.
For CCN(C(=O)CSc1nnnn1-c1ccc(OC)cc1)C1CCS(=O)(=O)C1 (stereo not given) the results were TAG inh -7 and TAG inh DAPI viability 8.
Screening COc1cccc(/C=C/C(=O)N2CCN(S(=O)(=O)c3ccccc3)CC2)c1 returned TAG inh 8 and TAG inh DAPI viability -4.
`COc1ccccc1N1CCN(C(=O)/C=C/c2ccccc2)CC1` gave TAG inh -18 and TAG inh DAPI viability 6.
COc1ccccc1OCCCCCCN1CCOCC1 was read as TAG inh -1 and TAG inh DAPI viability 20.
